TDP2 inh – TDP2 (human) inhibition, absorbance primary screen | inhibition, % at 12.8 µM | 0.34% of 370,000 active | recombinant TDP2, T5PNP hydrolysis, p-nitrophenol absorbance 415 nm | AID 720702 | O95551;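 active means inhibition above the mean of all tested compounds plus 3 SD, set per campaign, cut at about 25% in these data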;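 further: 0% = DMSO with enzyme and 100% = buffer with substrate but no TDP2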
Target sequence (O95551 whole entry, looked up): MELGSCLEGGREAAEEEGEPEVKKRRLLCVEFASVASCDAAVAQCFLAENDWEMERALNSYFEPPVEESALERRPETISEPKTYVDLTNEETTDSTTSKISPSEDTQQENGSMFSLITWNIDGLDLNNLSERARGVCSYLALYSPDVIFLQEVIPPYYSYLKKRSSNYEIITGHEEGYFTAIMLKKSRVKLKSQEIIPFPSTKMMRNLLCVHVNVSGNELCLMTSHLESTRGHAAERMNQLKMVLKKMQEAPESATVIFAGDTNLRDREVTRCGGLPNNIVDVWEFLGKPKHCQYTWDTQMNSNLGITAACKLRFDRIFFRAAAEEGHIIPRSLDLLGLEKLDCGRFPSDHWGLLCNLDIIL
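Incubation: 2 h at 37 °C; Test system: recombinant human TDP2; Quantity: enzyme 120 nM; Read-out basis: percent inhibition; Medium: 50 mM Tris-HCl pH 7.5 with Mg2+, KCl, DTT, BSA; Repeats: single replicate; Compound: 12.8 µM single point, 1% DMSO; Signal: epi absorbance; Reagent: 5 mM T5PNP chromogenic substrate; Benchmarks: no-enzyme high, DMSO-plus-enzyme low.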
DDE Tn7 FP inh – inhibitors of Tn7 peptide binding to human fibrin DD(E); FP displacement of FITC-Tn7 peptide from fibrin DD(E); 0% = median of compound wells per plate; P02675; 0.13% of 370,000 active; AID 720508; inhibition, % at 8.3 µM;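 active means inhibition above the mean of compounds falling within the control limits plus 3 SD of them, cut at about 14% in these data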;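 further: 0% = plate median of compound wells and 100% = 10 µM Aha-Tn7 peptide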
Target sequence (P02675 whole entry, looked up): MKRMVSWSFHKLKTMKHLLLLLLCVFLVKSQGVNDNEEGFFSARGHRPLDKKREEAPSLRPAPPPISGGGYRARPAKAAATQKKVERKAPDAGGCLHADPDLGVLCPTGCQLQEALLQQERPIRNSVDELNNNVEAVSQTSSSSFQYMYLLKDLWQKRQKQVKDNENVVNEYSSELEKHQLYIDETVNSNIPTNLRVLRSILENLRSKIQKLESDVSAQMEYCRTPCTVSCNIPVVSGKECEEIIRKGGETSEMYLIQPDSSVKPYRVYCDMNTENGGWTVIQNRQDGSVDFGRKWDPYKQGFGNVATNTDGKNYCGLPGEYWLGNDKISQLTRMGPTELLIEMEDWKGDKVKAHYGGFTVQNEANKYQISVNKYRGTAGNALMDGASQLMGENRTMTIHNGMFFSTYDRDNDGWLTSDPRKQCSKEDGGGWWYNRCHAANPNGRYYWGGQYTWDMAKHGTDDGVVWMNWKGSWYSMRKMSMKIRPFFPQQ
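System: human fibrin DD(E); quantity: Fibrin-DD(E) at 2 µM final; also added: fluorescent Tn7 probe at 0.1 µM; compound dosing: single nominal test concentration of 8.3 µM per compound; schedule: 10 min preincubation, 3 h with tracer, room temperature; detection: fluorescence polarization of the labelled Tn7 tracer; repeats: one replicate per compound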
TCR-CD3 inh – blocks the human TCR-CD3 interaction; 0.37% of 360,000 active; TAMRA-labeled TCR probe fluorescence, biochemical; inhibition, % at 9.4 µM; in the data active means inhibition above about 19%;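 further: recombinant mutant TCR 2C K166C tagged with TAMRA read by polarization; 0% = receptor in buffer alone and 100% = receptor with positive control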
LEDGF integ inh – blocks HIV-1 LEDGF/p75-dependent DNA integration. 0.64% of 370,000 active. TR-FRET IN-LEDGF/p75 DNA integration, Eu/Cy5. AID 743269. inhibition, % at 3.7 µM;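 active means inhibition above the screen-wide mean plus 3 SD, cut at about 13% in these data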;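 further: signal is the Cy5 over europium emission ratio at 671 and 618 nm; 0% = plate median of compound wells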
MBD2 DNA inh – MBD2-methylated oligo binding inhibition. Q9UBB5. TR-FRET, MBD2 binding to methylated oligonucleotide. inhibition, % at 4.4 µM. 0.31% of 370,000 active; in the data active means inhibition above about 13%
proKLK7 act – activates the human kallikrein-7 zymogen. purified proKLK7, EDANS-DABCYL substrate fluorescence; 100% is mature enzyme control, 0% vehicle. P49862. AID 652039. activation, % at 7 µM. 0.9% of 370,000 active;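 active means activation above the mean of all tested compounds plus 3 SD, computed per campaign excluding outliers beyond control limits, cut at about 13% in these data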
PRMT1 inh – inhibitors of human PRMT1; recombinant PRMT1, activity-based probe fluorescence polarization; Q99873; 1.3% of 370,000 active; inhibition, % at 2.79 µM;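 active means inhibition above about 21% made by adding two undisclosed values, limit read from the data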
SIAE inh – human SIAE inhibition, primary screen; 0.69% of 370,000 active; AID 1053197; Q9HAT2; SIAE FP-Rh probe binding, fluorescence polarization; inhibition, % at 9.66 µM;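 active means inhibition above a cutoff: mean of compounds within the control limits plus 3 SD of those, cut at about 17% in these data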;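 further: 0% = plate median of compound wells and 100% = probe without SIAE protein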
Tn6 DDE FP – DD(E)-Tn6 binding inhibition, primary FP screen; 0.21% of 370,000 active; AID 720509; P02675; Fibrin DD(E) TRITC-Tn6 fluorescence polarization displacement; inhibition, % at 8.3 µM;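 active means inhibition above a per-campaign cutoff: mean of compounds within control limits plus 3 SD, cut at about 15% in these data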;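 further: 0% = median of all compound wells on the plate and 100% = blocking peptide control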
UHRF1 MBD2 ctr – UHRF1 methyl-DNA binding inhibition | Q96T88 | UHRF1 binding to methylated oligo, TR-FRET | inhibition, % at 4.4 µM | 0.75% of 370,000 active | AID 687016; in the data active means inhibition above about 21%;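 further: UHRF1 SRA domain binding a hemimethylated CpG hairpin DNA probe; 0% = median of test compound wells and 100% = reference inhibitor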
Active calls of the source: *; / = no result given.

SMILES	TDP2 inh	DDE Tn7 FP inh	TCR-CD3 inh	LEDGF integ inh	MBD2 DNA inh	proKLK7 act	PRMT1 inh	SIAE inh	Tn6 DDE FP	UHRF1 MBD2 ctr
COc1cc(Nc2nc(-c3ccccc3)c3cc(C)ccc3n2)cc(OC)c1OC	-7	-4	-6	-5	0	2.0	1	0	-3	2
COc1cccc(C(=O)n2ccc3ccc(-c4ccc5ccn(C(=O)c6cccc(OC)c6)c5c4)cc32)c1	6	-2	/	2	-5	-8.8	0	-9	-11	1
Cc1ccc(CN2CCN(Cc3cc4ccccc4o3)CC2CCO)cc1 (configuration not stated)	0	4	-5	-2	-5	-0.2	-3	-1	14	-1
CCC(C)(C)n1nnnc1C(c1cc2cccc(C)c2[nH]c1=O)N1CCCC1 (configuration not stated)	1	5	-4	3	-3	-0.9	13	8	-2	-8
Cc1c(C(=O)N2CCCCC2)oc2ccccc12	-11	-5	-2	5	-2	-0.8	-5	1	3	1
O=C(CCn1cnnn1)NC1CCCN(Cc2ccccc2F)C1 (configuration not stated)	0	0	-4	2	-1	-0.8	1	-1	5	-1
Cc1ccc(NC(=O)N2CCC(NC(=O)c3cccc(C)c3)CC2)cc1	10	-5	2	-3	-1	0.0	0	-4	0	1
COc1cccc(N(CC(=O)NCCSc2ccccn2)S(C)(=O)=O)c1	-9	0	-6	-2	2	0.4	2	1	5	14
CSc1ccc(C=Nn2c(-c3cc(C)[nH]n3)n[nH]c2=S)cc1	7	6	/	0	-7	0.2	7	5	-4	1
Cc1cc(C)n2nc(C(=O)OCC(=O)NC3CCS(=O)(=O)C3)nc2n1 (configuration not stated)	-4	-2	-2	0	5	-0.4	-1	1	12	1
CCN1C(=O)c2ccc(C(=O)Nc3c(C)cc(C)cc3C)cc2C1=O	-3	3	0	3	6	-0.2	3	-3	-5	4
CC(C)(CNCC(O)c1ccccc1)N1CCOCC1 (configuration not stated)	-4	3	0	-1	3	0.4	-1	1	-10	-1
COC(=O)C1=C(C)Nc2c(c(=O)n(C)c(=O)n2C)C1c1cccc(O)c1 (configuration not stated)	-15	-2	9	2	-3	0.0	-5	6	-4	-2
COC(=O)c1cc(NC(=O)CSC2=NCCS2)cc(C(=O)OC)c1	-10	-5	-4	-2	-1	-0.5	17	-6	-6	7
CC1CC1C(=O)OCC(=O)NC(=O)c1ccccc1 (configuration not stated)	-2	-4	-1	4	-1	0.1	0	-7	6	2
CCOc1ccc(NC(=O)CC2C(=O)NCCN2C(=O)Nc2ccccc2)cc1 (configuration not stated)	-1	-1	6	1	-3	0.5	3	4	1	4
O=C(NCc1ccccn1)[C@@H]1C[C@H]1[C@@H](NP(=O)(c1ccccc1)c1ccccc1)c1ccccc1	-4	-7	-2	3	6	0.4	-2	-2	-1	-1
COc1cccc2sc3cc(NCC[C@@H]4CCCN4C)ccc3c(=O)c12	-2	-8	3	0	2	41*	2	-6	-4	-6
O=C(CCC(=O)N1CCc2ccccc2C1)N1CCN(S(=O)(=O)c2ccccc2)CC1	2	-4	-6	-2	1	-0.1	4	5	-6	2
Cc1cccc(C(=O)N(CC(=O)Nc2sc(C)c(C)c2C(N)=O)C2CCCC2)c1	-10	-6	-2	-2	5	0.5	4	7	-11	3

In another format: three of the compounds above.
canonical_smiles | TDP2 inh | DDE Tn7 FP inh | TCR-CD3 inh | LEDGF integ inh | MBD2 DNA inh | proKLK7 act | PRMT1 inh | SIAE inh | Tn6 DDE FP | UHRF1 MBD2 ctr
COc1cc(Nc2nc(-c3ccccc3)c3cc(C)ccc3n2)cc(OC)c1OC | -7 | -4 | -6 | -5 | 0 | 2.0 | 1 | 0 | -3 | 2
COc1cccc(C(=O)n2ccc3ccc(-c4ccc5ccn(C(=O)c6cccc(OC)c6)c5c4)cc32)c1 | 6 | -2 | / | 2 | -5 | -8.8 | 0 | -9 | -11 | 1
Cc1ccc(CN2CCN(Cc3cc4ccccc4o3)CC2CCO)cc1 (configuration not stated) | 0 | 4 | -5 | -2 | -5 | -0.2 | -3 | -1 | 14 | -1

Continuation:
SMILES	TDP2 inh	DDE Tn7 FP inh	TCR-CD3 inh	LEDGF integ inh	MBD2 DNA inh	proKLK7 act	PRMT1 inh	SIAE inh	Tn6 DDE FP	UHRF1 MBD2 ctr
CC1CCCCC12NC(=O)N(CC(=O)Nc1ccc(N3CCCCC3)cc1)C2=O (configuration not stated)	-6	-3	-3	0	-1	-0.3	-3	4	-3	2
O=C(Cc1cccs1)Nc1nnc(-c2ccc(F)cc2)s1	-3	0	1	-2	-3	-0.3	-5	4	1	3
O=C(O)CC(Cc1ccc(Cl)cc1)C(=O)Nc1cc(Cl)ccc1Cl (configuration not stated)	-1	-5	-5	10	0	-0.8	-7	-8	-1	0
O=C(CSc1cccc[n+]1[O-])N1CCc2ccccc21	-4	2	15	2	-1	0.5	-2	-2	4	-1
O=S(=O)(c1ccc(Cl)s1)N1CCc2ccccc2C1	-2	-8	4	2	6	0.2	0	-4	-4	16
O=C(NCc1nnc(SCC(=O)N2CCc3ccccc32)o1)c1ccco1	7	0	-3	3	-3	-0.1	-1	2	-4	-5
Cc1cc(C(=O)NNC(=O)C(CCC(N)=O)NS(=O)(=O)c2ccc(Cl)cc2)c(C)o1 (configuration not stated)	9	2	8	3	-4	0.0	0	-1	6	-2
Cc1ccc(S(=O)(=O)N2CCCCC2)cc1C(=O)N1C(C)CCCC1C (configuration not stated)	-9	-4	-5	0	-3	0.2	4	4	-11	3
CCCS(=O)(=O)N1CCN(S(=O)(=O)c2ccccc2)CC1	2	6	0	-1	1	-0.1	2	0	3	-2
CCOc1ccc(OCCC(=O)Nc2ccc3c(c2)OCO3)cc1	4	-5	-3	0	-2	-0.1	3	3	8	-1
COc1ccc(NS(=O)(=O)c2cccc(C(=O)N3CCC3)c2)cc1	6	4	1	-2	0	0.0	4	2	-2	-1
O=C(CSc1nc(-c2ccccc2)nn1C(=O)c1ccccc1)Nc1cccc([N+](=O)[O-])c1	-10	4	5	-2	3	0.4	-3	-10	4	-3
CC(C)CC(=O)N=C1SC2CS(=O)(=O)CC2N1Cc1ccccc1Cl (configuration not stated)	-6	-1	0	-3	1	0.7	-2	-4	-1	3
CC(C)NC(=O)N(C)C[C@H]1Oc2c(NC(=O)C3CCCCC3)cccc2C(=O)N([C@H](C)CO)C[C@@H]1C	4	-1	4	-1	1	0.1	-1	3	6	0
c1ccc(Cn2c(Nn3cnnc3)nc3ccccc32)cc1	-2	6	-2	-2	2	0.1	-1	7	6	-2
Cc1ccc(CN2CC(C(=O)N(Cc3nnc(-c4ccccc4Cl)o3)C3CC3)CC2=O)cc1 (configuration not stated)	3	-6	0	-1	-1	0.4	-4	3	-2	0
C[C@@H]1CCN(C2CC2)S(=O)(=O)c2c(cccc2N2CC[C@@H](O)C2)O1	-1	9	/	-3	-3	0.3	5	-2	1	1
COc1ccc(NC(=O)N2CCCC(c3ccccc3)C2)cc1 (configuration not stated)	-8	-7	-2	-2	1	0.5	-4	0	3	1
Cc1ccc(NC(=O)C(OC(=O)c2ccc(O)cc2)c2ccccc2)cc1Cl (configuration not stated)	-9	-3	8	0	-2	-0.3	-2	-6	-1	2
O=C(NNc1cc(C(F)(F)F)ccc1Cl)c1ccc(=O)[nH]c1	-2	-2	-7	3	8	0.4	8	1	3	8

Given as comma-separated lines: entries from further up.
Molecule,TDP2 inh,DDE Tn7 FP inh,TCR-CD3 inh,LEDGF integ inh,MBD2 DNA inh,proKLK7 act,PRMT1 inh,SIAE inh,Tn6 DDE FP,UHRF1 MBD2 ctr
O=C(NCc1ccccn1)[C@@H]1C[C@H]1[C@@H](NP(=O)(c1ccccc1)c1ccccc1)c1ccccc1,-4,-7,-2,3,6,0.4,-2,-2,-1,-1
COc1cccc2sc3cc(NCC[C@@H]4CCCN4C)ccc3c(=O)c12,-2,-8,3,0,2,41*,2,-6,-4,-6
O=C(CCC(=O)N1CCc2ccccc2C1)N1CCN(S(=O)(=O)c2ccccc2)CC1,2,-4,-6,-2,1,-0.1,4,5,-6,2

(list continues)
SMILES	TDP2 inh	DDE Tn7 FP inh	TCR-CD3 inh	LEDGF integ inh	MBD2 DNA inh	proKLK7 act	PRMT1 inh	SIAE inh	Tn6 DDE FP	UHRF1 MBD2 ctr
C=CCn1c(SC)nccc1=O	2	6	-4	-4	-3	0.7	-4	6	-4	-3
COc1ccc(C(=O)Nc2nc3ccc(S(C)(=O)=O)cc3s2)cc1OC	12	6	-3	-1	-6	0.2	-2	-2	4	-3
COc1cc(Cl)ccc1S(=O)(=O)n1nc(C)cc1C	2	6	-4	-6	4	0.1	2	2	3	0
Cc1cccc(NS(=O)(=O)c2cccc(C(=O)NCC3(N4CCCCC4)CCCCC3)c2)c1	0	2	-3	0	3	-0.4	-4	-1	7	1
COc1ccccc1/C=N/NC(=O)CC(=O)NCc1ccccc1	-2	-3	0	3	-2	-0.5	0	-6	2	-4
CCOC(=O)CCS(=O)(=O)c1ccc(-c2ccc(S(=O)(=O)CCC(=O)OCC)cc2)cc1	4	1	5	4	1	-0.1	4	-5	4	-1
Cc1ccc(Cl)cc1N1CCN(C(=O)Cc2cn(C)c3ccccc23)CC1	7	-1	1	-2	3	0.8	-3	3	-13	-3
CCc1ccc(N2CC(C(=O)N(CC)CC(=O)Nc3c(F)cccc3F)CC2=O)cc1 (configuration not stated)	-4	-6	5	0	-2	0.0	10	2	3	3
Cn1c(Oc2ccncc2)nc2cc(-c3ccsc3)sc2c1=O	6	0	-2	-4	2	-0.2	-1	9	1	-3
C[C@H]1[C@H](NC(=O)c2cccc(C(F)(F)F)c2)CC[C@@]23CCCN2C(=O)CCC[C@@H]13	9	-2	/	0	-4	/	-4	0	1	-1
Cc1cc(C(F)F)n2nc(C(=O)Nc3ccccc3Br)nc2n1	7	-2	3	3	2	-0.5	0	6	-3	-3
CCCNc1ncnc2onc(C)c12	-7	5	1	6	2	0.3	-3	-6	3	3
